# EPAC1 agonist: EPAC1 (human) agonism | O95398 | EPAC1 agonist qHTS, biochemical assay; response scale: 100% = response to 6.5 mM cAMP | Potency, µM (doses to about 154 µM), without a hit: top-dose activation, usual class: activators | 0.073% of 360,000 active | AID 720707; further: potency means the concentration at half of the fitted maximal effect; nearly all actives have a fitted effect of over 60% in size
#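 Read-out is the fluorescence drop as BODIPY-GDP leaves Rap1B (480 nm excitation, 540 nm emission), recorded every 5 minutes over 30 minutes. Reactions held 100 nM EPAC1, 250 nM Rap1B–BODIPY-GDP and 50 uM GDP, with 6.5 mM cAMP setting full activation.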
# FUS yeast rescue: FUS proteinopathy suppression in yeast | S. cerevisiae FUS-expressing, growth rescue, OD600, 24 h | 0.24% of 390,000 active | AID 1347120 | Potency, µM (doses to about 76.6 µM), inactives show at the top dose growth rescue (activation), usual class: activators;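 further: potency means the concentration at half of the fitted maximal effect; plate controls were DMSO vehicle for no effect and reference control for full effect; nearly all actives have a fitted effect of over 55% in size; some results filed as inactive show a strong effect at the top dose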
#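 Yeast FUS proteinopathy model; galactose-induced FUS (2%), starting OD 0.005. Cpds in dilution series, 24hr, 30C, 99% humidity. Abs 600 nm growth. Pos ctrl CP55940 (top 92uM final); neg ctrl DMSO.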
# PLK1 PBD block: inhibitors of human PLK1 polo-box domain binding; 2.8% of 360,000 active; P53350; Potency, µM, for inactives: max response, negative = inhibition, actives largely listed as inhibitors; AID 720504; Plk1 PBD binding of FITC phosphopeptide, fluorescence polarization; further: potency means the concentration at half of the fitted maximal effect; series mostly up to about 57 µM; on the % scale 0 is the no-effect control and ±100 the full control effect; nearly all actives have a fitted effect of over 65% in size
# WRN inhibitor: WRN helicase (human) inhibition; Q14191; 0.46% of 360,000 active; WRN helicase unwinding, fluorescent forked duplex, kinetic; Potency, µM (doses to about 114 µM), inactives show top-dose activity change, negative = inhibition, most hits filed as inhibitors; further: potency means the concentration at half of the fitted maximal effect; on the % scale 0 is the no-effect control and ±100 the full control effect; nearly all actives have a fitted effect of over 55% in size
#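 WRN at 20 nM final preincubated with compound 15 min at room temperature; reaction started with 100 nM fluorophore/quencher forked duplex oligonucleotide and 2 mM ATP final. Unwinding followed kinetically by red fluorescence (ex 525, em 598 nm).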
# Abeta rescue: compounds reversing amyloid beta toxicity in yeast | yeast expressing A-beta42, growth rescue, OD600, 48 h; response scale: 0% DMSO, 100% iron-clioquinol control | Potency, µM (titrated, usually from 46.1 µM), for inactives: at the top dose growth rescue, most hits filed as activators | 0.063% of 410,000 active | AID 1347071; further: potency means the concentration at half of the fitted maximal effect; nearly all actives have a fitted effect of over 55% in size
#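 Growth rescue measured by 600 nm absorbance after 48 h yeast culture at 30 C with compound. Values normalized between DMSO and an equimolar ferric chloride plus clioquinol control.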
# IL2 activator: activates IL-2 in a cell-based reporter assay; 0.065% of 360,000 active; activation, % (series mostly up to about 46 µM); IL-2 activation reporter assay, cell-based qHTS; stimulated with anti-CD3/CD4/CD28 beads; in transgenic mouse T cells; in the data active means activation above about 50%; inconclusive means mostly about 30% to 49%; further: 0% is about no effect
#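 Screening format: compound pinned onto unstimulated transgenic mouse T cells, 60 min incubation, then anti-CD3/anti-CD4/anti-CD28 bead stimulation for 18 hours at 37 degrees C, followed by EGFP and DsRed detection.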
# EPAC1 antagonist: blocks human EPAC1 exchange factor; EPAC1 GEF assay, Rap1b-BODIPY-GDP exchange fluorescence; O95398; 0.14% of 360,000 active; Potency, µM (titrated, usually from 115 µM), for inactives: at the highest dose activity change, negative = inhibition, hits mostly inhibitors; AID 720709;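 further: potency means the concentration at half of the fitted maximal effect; plate controls were vehicle for no effect and positive control for full effect; nearly all actives have a fitted effect of over 50% in size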
# PI5P4K alpha inh: blocks human PI5P4K alpha kinase activity. PI5P4Kalpha enzyme, ADP-Glo luminescence, 60 min; hits give low values. max response, %. 1.2% of 330,000 active; active means max response of -50% or lower; inconclusive means between -30% and -50%; inactive means -30% or higher; further: value at the top dose of about 77 µM; on the % scale 0 is the no-effect control and ±100 the full control effect
#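 Enzyme plus substrate dispensed, test compounds pinned in, then ATP (5 microM final) added. After 60 min at RT, ADP-Glo reagent 1 for 45 min and reagent 2 for 30 min preceded luminescence imaging.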
# * hit, by the source's call; u = inconclusive; x = not tested or not shown; [ ] = remark or other dose. Unless noted, the call rests on the fitted dose curve; in most records, active means well fitted curve in the direction sought with a large enough effect; inconclusive means small, poorly fitted or top-dose-only effect, or another doubt; inactive means no such curve, though single readings can be large; an effect the other way counts as inactive or inconclusive.
Molecule	EPAC1 agonist	FUS yeast rescue	PLK1 PBD block	WRN inhibitor	Abeta rescue	IL2 activator	EPAC1 antagonist	PI5P4K alpha inh
C#CCOCCOCCOCCNc1nc(N2CCN(C(=O)[C@H](CCC(=O)O)n3cc([C@@H](N)[C@H](C)CC)nn3)CC2)nc(N2CCN(C(=O)[C@H](CCC(=O)O)n3cc([C@@H](N)CCSC)nn3)CC2)n1	-12%	-2%	-15%	0%	-20%	0.4	-11%	0
CCN1CCCc2cc(CN(CCN3CCOCC3)C(=S)Nc3ccc(OC)c(Cl)c3)ccc21	-4%	11%	-5%	5%	10%	-0.3	14%	2
CCOc1ccc(NC(=O)CN(C)C(=O)c2cc([N+](=O)[O-])ccc2N2CCCCC2)cc1OCC	10%	15%	-2%	-8%	13%	-3.4	-28%	10
Brc1ccc(N=C/C=C/C=C/Nc2ccc(Br)cc2)cc1	0%	7%	-5%	1%	7%	-1.1	-1%	x
Cc1ccccc1NC(=O)c1ccc(NC(=O)C2CC(=O)OC23CCCCC3)cc1 (stereo unspecified)	-17%	15%	-6%	-19%	-1%	-1.8	9%	-5
C/C(=C\C(=O)c1ncc(C(F)(F)F)cc1Cl)N(C)C	2%	-4%	5%	1%[57.1 µM]	6%	-0.3	-14%	-1
COc1ccc([N+](=O)[O-])cc1NC(=O)Cc1noc2ccc(C)cc12	-3%	10%	-1%	3%	-2%	-0.6	4%	6
COc1ccc(CNC(=O)c2cccc(C)c2[N+](=O)[O-])cc1	4%	x	-13%	5%	1%	1.1	-22%	4
Cc1cccc(NC(=O)C2CCN(S(=O)(=O)c3cccc4cccnc34)CC2)c1	1%	-15%	u	-3%	1%	-0.8	-4%	0
Cc1ccc(NC(=O)COC(=O)c2ccnn2C)cc1	6%	-1%	-3%	5%	-12%	0.7	-27%	x
O=C(Nc1ccccc1)[C@@H]1CC=C[C@@H]2CCN(Cc3ccc(Cl)c(Cl)c3)C(=O)[C@@H]21	-9%	u	4%	14%	5%	-0.4	5%	u
Cn1nnnc1NCc1ccccc1F	0%	-22%	-3%	0%	-3%	0.8	-2%	-3
c1ccc2nc(N3CCCC3)c(N3CCCC3)nc2c1	5%	1%	-3%	-4%	-2%	0.1	-3%	0
CCOc1ccc(S(=O)(=O)N2CCC(C(=O)NCC3CCCO3)CC2)cc1C (stereo unspecified)	0%	25%	-4%	21%	-6%	-0.1	5%	0
Cc1cc(C)cc(C(=O)NC(=S)Nc2cccnc2)c1	-2%	3%	-2%	0%	u	-2.9	4%	3
Cc1cccc(-c2csc(N)c2C(=O)OC(C)C)c1	16%	18%	-24%	-5%	29%	-0.3	-15%	x
O=C(CN1C(=O)c2ccccc2C1=O)N1CCN(C2c3ccccc3-c3ccccc32)CC1	10%	x	-1%	7%	u	-0.4	6%	0
COc1cc(NC(=S)N2CCN(S(=O)(=O)c3ccccc3)CC2)cc(OC)c1	1%	52%	-6%	-1%	8%	-0.9	-2%	0
Cc1ccccc1OCC(O)Cn1c(NCc2ccccc2)nc2c1c(=O)[nH]c(=O)n2C (stereo unspecified)	0%	19%	0%	-10%	10%	-2.6	1%	-4
COC(=O)Cn1c(-c2ccc(OC)cc2)c(-c2ccc(OC)cc2)nnc1=O	3%	11%	-4%	-3%	-8%	1.3	-1%	3

# Exported with each value named: 3 of the compounds above
C/C(=C\C(=O)c1ncc(C(F)(F)F)cc1Cl)N(C)C
  EPAC1 agonist = 2%; FUS yeast rescue = -4%; PLK1 PBD block = 5%; WRN inhibitor = 1%[57.1 µM]; Abeta rescue = 6%; IL2 activator = -0.3; EPAC1 antagonist = -14%; PI5P4K alpha inh = -1
Cc1cc(C)cc(C(=O)NC(=S)Nc2cccnc2)c1
  EPAC1 agonist = -2%; FUS yeast rescue = 3%; PLK1 PBD block = -2%; WRN inhibitor = 0%; Abeta rescue = u; IL2 activator = -2.9; EPAC1 antagonist = 4%; PI5P4K alpha inh = 3
Cc1ccc(NC(=O)COC(=O)c2ccnn2C)cc1
  EPAC1 agonist = 6%; FUS yeast rescue = -1%; PLK1 PBD block = -3%; WRN inhibitor = 5%; Abeta rescue = -12%; IL2 activator = 0.7; EPAC1 antagonist = -27%; PI5P4K alpha inh = x

# New compounds follow:
Molecule	EPAC1 agonist	FUS yeast rescue	PLK1 PBD block	WRN inhibitor	Abeta rescue	IL2 activator	EPAC1 antagonist	PI5P4K alpha inh
CC1(C)CC2CC(C)(CN2c2ncnc3ccccc23)C1 (stereo unspecified)	7%	-10%	1%	-9%	16%	-2.4	6%	x
COc1ccc(Oc2c(O)c3ccccc3n(C)c2=O)cc1	-15%	-13%	4%	2%	7%	-1.0	1%	2
C/C(CC(=O)Nc1cc(C)ccn1)=N\NC(=O)c1ccncc1	5%	5%	-14%	1%	u	-0.4	-1%	6
Clc1ccccc1/C=C/c1nc(-c2cccnc2)no1	0%	-11%	0%	5%	-24%	-2.5	6%	-3
COc1ccc(N2CC(C(=O)Nc3cccc(OC(C)C)c3)CC2=O)cc1 (stereo unspecified)	-13%	-1%	-3%	5%	-2%	2.7	0%	-5
Cc1ccc(NC(=O)CSc2nnc(N)s2)c([N+](=O)[O-])c1	1%	5%	-18%	4%	-12%	-0.7	u	-15
CCCCOC(=O)Nc1cc(OC)c(Cl)cc1OC	7%	8%	1%	-4%	4%	2.3	-27%	x
CC(C)C1CC(CCNCc2ccc3c(c2)OCO3)(c2ccccc2)CCO1 (stereo unspecified)	4%	10%	-8%	0%	17%	-0.6	-8%	1
NC(=O)c1oc2ccccc2c1NC(=O)c1ccco1	1%	-14%	-10%	-3%	-23%	-3.5	0%	0
O=C(Nc1ccc(Br)cc1Cl)c1ccc2c(=O)n3c(nc2c1)CCC3	1%	21%	-10%	-16%	-28%	1.9	-21%	-8
O=C(CCOc1ccccc1)Nc1cccc([N+](=O)[O-])c1	-11%	0%	-10%	-2%	-13%	-1.9	12%	-3
CSCCC(NC(=O)c1ccco1)C(=O)NCC(c1ccco1)N1CCCCC1 (stereo unspecified)	-13%	-16%	2%	9%	-4%	-0.6	-4%	4
COc1ccccc1CNC(=O)COc1ccccc1C(=O)c1cnn(-c2ccccc2)c1	-5%	37%	2%	-7%	-19%	1.1	9%	5
Cc1cc(C(c2cc(C)c(N)c(C)c2)c2ccco2)cc(C)c1N	2%	46%	-27%	-22%	-6%	3.7	-24%	-3
Cc1ccc(S(=O)(=O)N2[C@H](CC(=O)c3cccs3)OC[C@@H]2C)cc1	4%	22%	6%	-1%	0%	-0.7	-3%	0
CCOC(=O)c1ccc(NC(=O)NCc2ccc(OC)cc2)cc1	6%	x	-2%	-6%	12%	-0.7	-3%	10
CCC(C)N(C(=O)COC(=O)c1cn(CC)c2nc(C)ccc2c1=O)C1CCS(=O)(=O)C1 (stereo unspecified)	-8%	1%	-7%	-8%	24%	-1.9	5%	-1
Cc1ccccc1NC(=O)c1cc(-c2ccco2)nc2ccccc12	1%	24%	u	u	-14%	-6.1	23%	u
Cc1ccc(NC(=O)CC(C)N2CCCC2)cc1 (stereo unspecified)	-12%	-3%	-3%	6%	4%	-0.2	10%	-2
Cc1ccc(NC(=O)COC(=O)CNC(=O)c2ccc3ccccc3c2)c([N+](=O)[O-])c1	-12%	44%	-6%	-25%	6%	-2.8	-22%	5
COc1ccc(-c2c(C#N)c(N)nc(Sc3ccc(Cl)cc3)c2C#N)cc1	1%	-14%	4%	-3%	-3%	2.5	23%	-6
COc1ccccc1Nc1nnc(SCC(=O)N2CCCC2)s1	-4%	x	-11%	-4%	-19%	0.2	-20%	-2
N#Cc1cn(CCOC(=O)c2cccc(C(F)(F)F)c2)c(=O)[nH]c1=O	6%	-7%	-17%	-6%	3%	0.4	-5%	1
O=C1c2ccccc2C(=O)N1CCCn1c2ccc(Cl)cc2c2nc3ccccc3nc21	1%	3%	3%	4%	x	1.0	-16%	-5
CCOc1ccccc1N(CC(=O)Nc1cc(OC)ccc1OC)S(C)(=O)=O	4%	26%	-7%	-1%	2%	-2.7	13%	x
CCOC(=O)c1[nH]c2cc3c(cc2c1CCCN1C(=O)c2ccccc2C1=O)OCCO3	3%	28%	-7%	3%	8%	-2.2	7%	x
O=C(NCc1ccc(Cl)cc1)c1ccc(CS(=O)Cc2cccc(Cl)c2)o1 (stereo unspecified)	-3%	23%	-5%	1%	-1%	-0.9	-15%	1
Cc1ccc(Cl)cc1NC(=O)C1CC(=O)N(C(C)C)C1 (stereo unspecified)	9%	7%	2%	2%	-6%	1.8	-8%	11
CCCn1c(CN2CCN(c3cccc(Cl)c3)CC2)nc2c1c(=O)n(C)c(=O)n2C	3%	4%	-24%	-5%	-3%	-3.6	-10%	-4
Cc1ccc2c(c1)N(CC(=O)NCC(C)c1ccccc1)C(=O)c1cccnc1O2 (stereo unspecified)	-1%	5%	-12%	2%	11%	-1.0	-4%	-1
COc1ccc(-c2cc(C(=O)N3CCN(c4ccccc4)CC3)no2)cc1OC	5%	-36%	-2%	-9%	-2%	-1.1	-10%	1
CCOc1cc(C2NC(=O)CCC2[N+](=O)[O-])cc(Br)c1OC (stereo unspecified)	8%	-31%	27µM*	-1%	2%	-0.3	12%	0
CCn1ccnc1CN(C)C(=O)c1cc(COc2ccc(OC)c3ccccc23)on1	8%	13%	4%	1%	24%	-2.7	-8%	3
CCCc1cc(=O)n2nc(N3CCC(C(=O)Nc4c(F)c(F)c(F)c(F)c4F)CC3)sc2n1	1%	-10%	-18%	-1%	8%	-4.0	20%	-2
O=C(N/C(=C\c1ccc(Br)cc1)C(=O)N1CCOCC1)c1ccc(Br)o1	-1%	16%	-8%	6%	-5%	-0.7	-22%	-5
COc1ccccc1Nc1nc2ccc(C)cc2cc1C#N	1%	x	-6%	-3%	0%	0.4	9%	22
COc1ccccc1NC(=O)c1cc2cc(Br)ccc2cc1O	-5%	-7%	-27%	-27%	-82%[inhibitor]	0.1	-22%	u
Cc1cc(C)cc(Nc2cnn(C34CC5CC(CC(CC(=O)O)(C5)C3)C4)c(=O)c2Cl)c1	1%	14%	-10%	-8%[57.1 µM]	-2%	-1.1	-8%	x
CN(C)c1nc(NC(C)(C)C)nc(NC(C)(C)C)n1	6%	7%	-11%	-2%	3%	-1.3	-11%	-7
O=S(=O)(NCC1CCCO1)c1ccc(Cl)c2ccccc12 (stereo unspecified)	-1%	30%	-5%	1%	12%	-1.4	-8%	0
CN(C)S(=O)(=O)Oc1ccc(Cl)cc1C(=O)Nc1ccc(F)cc1F	7%	7%	6%	-9%	u	0.6	9%	10

# Source: PubChem
